# Assay outcomes as filed in PubChem BioAssay.
# OPRM1-OPRD1 inv – inverse agonist of human OPRM1-OPRD1 heterodimerization; P35372+P41143; cell-based MOR-DOR heterodimer luminescence, inverse agonism; inhibition, % at 9.3 µM; 340,000 tested, 0.21% active; AID 504357; in the data active means inhibition above about 22%, passing the limit was not always enough;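 further: 0% = cells with DMSO and 100% = wells without cells with DMSO; values of inactives mirror those of a sister screen read the other way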
# Target sequence (P35372 whole entry, looked up): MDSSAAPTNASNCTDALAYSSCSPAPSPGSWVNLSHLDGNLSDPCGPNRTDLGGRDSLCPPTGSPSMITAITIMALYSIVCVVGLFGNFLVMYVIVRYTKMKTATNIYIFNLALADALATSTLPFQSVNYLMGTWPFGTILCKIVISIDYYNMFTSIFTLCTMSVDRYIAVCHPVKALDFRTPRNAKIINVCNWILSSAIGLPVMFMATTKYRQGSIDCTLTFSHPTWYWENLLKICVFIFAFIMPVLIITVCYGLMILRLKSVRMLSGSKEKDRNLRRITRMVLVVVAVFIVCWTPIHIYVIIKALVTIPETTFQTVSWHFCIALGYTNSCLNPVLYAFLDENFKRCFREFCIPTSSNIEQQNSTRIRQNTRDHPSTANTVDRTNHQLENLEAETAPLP
# Target sequence (P41143 whole entry, looked up): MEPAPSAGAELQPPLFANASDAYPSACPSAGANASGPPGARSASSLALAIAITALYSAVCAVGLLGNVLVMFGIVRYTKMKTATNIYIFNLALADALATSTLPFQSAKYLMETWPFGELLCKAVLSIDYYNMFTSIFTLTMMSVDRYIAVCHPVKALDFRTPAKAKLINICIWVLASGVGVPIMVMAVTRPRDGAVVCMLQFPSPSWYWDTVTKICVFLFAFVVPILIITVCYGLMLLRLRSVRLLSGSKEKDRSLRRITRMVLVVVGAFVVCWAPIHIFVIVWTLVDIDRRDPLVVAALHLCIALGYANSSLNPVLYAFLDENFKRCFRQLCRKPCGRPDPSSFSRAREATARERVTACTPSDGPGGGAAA
# CAL-PDZ inh HTS – blocks peptide binding to the human CAL PDZ domain; Q9HD26; purified CAL PDZ, TMR-peptide fluorescence polarization, 1 h; inhibition, % at 24.9 µM; 300,000 tested, 0.92% active;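 active means mean inhibition of at least 30% with at least half of replicates also reaching 30%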;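 further: 0% = DMSO neutral control and 100% = excess unlabeled competitor peptide PRC23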
# RTF Ca sens act – increases calcium sensitivity of human cardiac regulated thin filaments; AID 493008; P19429+P45379; activation, % at 7.2 µM; IANBD-labeled TnC RTF fluorescence at EC20 calcium; 0% EC20 calcium, 100% full calcium; 340,000 tested, 0.24% active;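 active means activation above the mean over all tested compounds plus 3 SD, cut at about 30% in these data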;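 further: rise in fluorescence read as greater calcium sensitivity of cardiac thin filaments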
# Keap1-Nrf2 PPI – inhibitors of human Keap1-Nrf2 protein-protein interaction; Keap1 Kelch-Nrf2 peptide fluorescence polarization, 1536-well; Q14145; 340,000 tested, 0.15% active; inhibition, % at 9.4 µM; in the data active means inhibition above about 12%;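 further: human Keap1 Kelch domain with fluorescein labeled Nrf2 9mer peptide probe; 0% = neutral control wells and 100% = peptide positive control; higher means more block of Keap1 binding to Nrf2 peptide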
# HTR5A inv ctr – HTR5A inverse agonism, opioid heterodimer counter-screen. 340,000 tested, 0.083% active. inhibition, % at 9.3 µM. HTR5A cell line, luminescence. AID 504634; in the data active means inhibition mostly above about 23%, no sharp cut-off; inactive means mostly below about 18%;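 further: 0% = cells with DMSO and 100% = no-cell wells with DMSO; some compounds called inactive have numbers as strong as hits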
# V-ATPase pH – yeast V-ATPase proton transport regulation by pHLuorin; S. cerevisiae, pHLuorin cytosolic pH fluorescence; response, % at 10 µM; 350,000 tested, 0.37% active; in the data active means response mostly above about 7.3%, no sharp cut-off; inactive means mostly below about 5.4%; further: actives read high; inactives centre near 0; some compounds called inactive have numbers as strong as hits; reference of the scale not given here
# MOR-DOR ag – agonists of human mu-delta opioid receptor heterodimerization | P35372+P41143 | cells, OPRM1-OPRD1 heterodimerization, luminescence | activation, % at 9.3 µM | 340,000 tested, 0.3% active; in the data active means activation above about 18%;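 further: 0% = vehicle-treated cells and 100% = reference agonist; values of inactives mirror those of a sister screen read the other way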
# HTR5A ag – counter-screen for OPRM1-OPRD1 agonists: human HTR5A agonism. P47898. HTR5A agonist assay, luminescence, cell-based. activation, % at 9.3 µM. 340,000 tested, 0.61% active. AID 504692; in the data active means activation mostly above about 9.5%, no sharp cut-off; inactive means mostly below about 7.6%;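 further: 0% = cells with vehicle only and 100% = reference agonist; strong numbers were not always called active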
# RTF Ca sens inh – cardiac RTF calcium desensitization; P19429+P45379; IANBD-labeled cardiac RTF, Ca2+ fluorescence; inhibition, % at 7.15 µM; 340,000 tested, 0.12% active; AID 493244;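 active means inhibition above the mean inhibition of all tested compounds plus 3 SD, cut at about 17% in these data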;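 further: assay run at fixed EC70 calcium of 1.6 mM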
# LANA DNA inh – inhibitors of KSHV LANA C-terminal domain DNA binding. inhibition, % at 9 µM. MBP-C-LANA/FAM-LBS DNA binding, fluorescence polarization. 340,000 tested, 0.078% active;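 active means highest replicate inhibition at or above 60% at 9 µM, even if other replicates fall short; inactive means all replicates below 60% inhibition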;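 further: 0% = neutral control wells and 100% = 4 µM acridine orange control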
# Active calls of the source: *; nt = not tested or not shown. Compounds as they come (roughly 2.8% active in at least one column).
No.	SMILES	OPRM1-OPRD1 inv	CAL-PDZ inh HTS	RTF Ca sens act	Keap1-Nrf2 PPI	HTR5A inv ctr
1	COC(=O)c1ccc(Nc2nc(C)nc3c2nnn3Cc2ccccc2)cc1	17	-1	-7	-6	6
2	Cc1cccc(OCCCC(=O)Nc2ccc(N3CCOCC3)cc2)c1	-6	-4	1	2	-13
3	CCOc1c(Br)cc(/C=C2/SC(=O)N(CC(=O)N3CCCC3)C2=O)cc1OC	14	0	2	-1	-5
4	COc1ccc(-c2cc(C(F)(F)F)nc(S(=O)(=O)CCCC(=O)Nc3cccnc3Cl)n2)cc1OC	1	0	6	-9	13
5	CC(C)C(C)(C#N)NC(=O)CSc1nnc(-c2ccccc2)o1 (stereo unspecified)	-1	-4	14	-3	1
6	c1ccc(CCSc2nccn2-c2ccccc2)cc1	-5	nt	-8	1	3
7	CCc1noc(C)c1C(=O)Nc1cc(Cl)ccc1N1CCOCC1	-4	-3	-1	4	0
8	NC(=O)CC(NC(=O)c1ccccc1)c1ccc(NC2CCCCCCC2)c([N+](=O)[O-])c1 (stereo unspecified)	-3	-4	-5	0	9
9	O=C(c1cccc(N2C(=O)C3CC=CCC3C2=O)c1)N1CCCCCC1 (stereo unspecified)	17	-3	0	2	-17
10	CCC(Oc1ccc(C)c(C)c1)C(=O)O (stereo unspecified)	5	-2	-3	0	-28

No.	V-ATPase pH	MOR-DOR ag	HTR5A ag	RTF Ca sens inh	LANA DNA inh
1	-2	-3.6	-2	-11	-0.3
2	-1	1.0	6	2	1.2
3	0	-2.5	1	-6	-0.4
4	2	-0.1	-5	-7	-1.7
5	3	0.2	-1	0	-0.4
6	10	1.2	1	1	-0.6
7	5	0.6	0	6	0.5
8	-6	0.5	2	-27	-1.1
9	-2	-3.2	5	4	0.1
10	-3	-1.1	11	-8	8.3

# Record cards, from the list above. Screens in order: OPRM1-OPRD1 inv	CAL-PDZ inh HTS	RTF Ca sens act	Keap1-Nrf2 PPI	HTR5A inv ctr	V-ATPase pH	MOR-DOR ag	HTR5A ag	RTF Ca sens inh	LANA DNA inh
# CC(C)C(C)(C#N)NC(=O)CSc1nnc(-c2ccccc2)o1 (stereo unspecified) in the list: -1	-4	14	-3	1	3	0.2	-1	0	-0.4
# CCC(Oc1ccc(C)c(C)c1)C(=O)O (stereo unspecified) in the list: 5	-2	-3	0	-28	-3	-1.1	11	-8	8.3
# COC(=O)c1ccc(Nc2nc(C)nc3c2nnn3Cc2ccccc2)cc1 in the list: 17	-1	-7	-6	6	-2	-3.6	-2	-11	-0.3
# c1ccc(CCSc2nccn2-c2ccccc2)cc1 in the list: -5	nt	-8	1	3	10	1.2	1	1	-0.6
# Cc1cccc(OCCCC(=O)Nc2ccc(N3CCOCC3)cc2)c1 in the list: -6	-4	1	2	-13	-1	1.0	6	2	1.2

# Next part:
No.	SMILES	OPRM1-OPRD1 inv	CAL-PDZ inh HTS	RTF Ca sens act	Keap1-Nrf2 PPI	HTR5A inv ctr
11	COc1ccc(S(=O)(=O)N(CC(=O)N2CCOCC2)Cc2ccccc2)cc1	13	-1	1	-3	4
12	Cc1ccc2nc(-c3ccccc3)cc(C(=O)N(C)CC(=O)Nc3ccccc3Br)c2c1	-8	-6	-4	5	-11
13	Cc1ccc(Cn2c(=O)sc3ccccc3c2=O)cc1	-21	0	-3	-3	3
14	C[C@@H](NCCc1ccc(O)cc1)[C@@H](O)c1ccc(O)cc1	4	1	4	-1	-30
15	Cc1nc2ccc3nc(NC(=O)C4COc5ccccc5O4)sc3c2s1 (stereo unspecified)	-35	-4	8	-4	-19
16	CCOC(=O)c1cccc(NC(=O)CN(C)S(=O)(=O)c2cnc[nH]2)c1	15	-2	-2	1	0
17	COCCN(C(=S)Nc1c(C)cc(C)cc1C)C(C)c1cccs1 (stereo unspecified)	7	2	0	0	3
18	Cc1cc(C(=O)N/N=C/c2cccc3ccccc23)c(C)o1	-8	-2	-6	4	-9
19	COc1cc(OC)c(OC)cc1/C=N/N(C)c1ccccc1	7	4	-3	-4	8
20	O=C(OCc1cc(Cl)cc2c1OCOC2)c1cccnc1Cl	8	nt	-1	-1	-9

No.	V-ATPase pH	MOR-DOR ag	HTR5A ag	RTF Ca sens inh	LANA DNA inh
11	0	-2.9	0	-1	-0.6
12	0	1.6	2	-5	-0.2
13	0	3.8	4	-5	-0.3
14	3	-0.8	-3	14	1.6
15	0	6.0	7	-12	1.1
16	-5	-2.7	0	5	-1.6
17	2	-1.4	-1	-5	0.5
18	1	1.3	3	-6	0.7
19	-4	-1.2	-3	0	0.5
20	-1	-1.5	2	-7	-1.0

# The results go on.
No.	SMILES	OPRM1-OPRD1 inv	CAL-PDZ inh HTS	RTF Ca sens act	Keap1-Nrf2 PPI	HTR5A inv ctr
21	CCCN1C(=O)/C(=C/c2c(NCCCOCC)nc3c(C)cccn3c2=O)SC1=S	3	-2	4	-8	1
22	O=C(CSc1nnc2scc(-c3ccccc3)n12)c1ccc2c(c1)OCCO2	20	nt	4	-1	-13
23	CC(C)CC(=O)c1c[nH]c(C(=O)NCc2ccccc2)c1	7	3	4	-2	-8
24	N#Cc1cc([N+](=O)[O-])ccc1NCC1CCCO1 (stereo unspecified)	-2	2	0	-6	-12
25	COc1ccc(S(=O)(=O)Nc2c(F)cccc2F)cc1	4	0	-2	2	-11
26	CCO[C@@H]1OC(C(=O)N2CCCCCCC2)=C[C@H](c2ccc(C(F)(F)F)cc2)[C@H]1CCCO	-19	-3	-8	-4	1
27	COCCC(=O)N1CCC(Oc2ccc(C(=O)NCc3nccn3C)cc2)CC1	11	-2	-1	-3	10
28	COC(=O)c1sc(NC(=O)COc2ccc(OC)cc2)nc1C	4	2	0	2	4
29	Cc1cccc(-n2c(=O)[nH]c3c(C(N)=O)nc(CC(C)C)nc32)c1	-10	-1	-1	-3	2
30	Cc1ccc(CN(C(=O)c2csnn2)C(C(=O)NC2CCCC2)c2ccco2)cc1 (stereo unspecified)	-5	-2	-5	1	-7

No.	V-ATPase pH	MOR-DOR ag	HTR5A ag	RTF Ca sens inh	LANA DNA inh
21	2	-0.7	6	-7	0.2
22	-1	-4.0	5	-5	0.3
23	-2	-1.6	2	-10	0.6
24	5	0.2	4	-9	1.1
25	-1	-0.9	0	10	-0.3
26	-1	3.4	0	0	-1.1
27	-3	-3.2	0	6	-3.5
28	-5	-0.7	0	-4	3.3
29	-5	1.9	-1	-15	-1.1
30	-4	0.7	6	-3	-1.7

# The results go on:
No.	SMILES	OPRM1-OPRD1 inv	CAL-PDZ inh HTS	RTF Ca sens act	Keap1-Nrf2 PPI	HTR5A inv ctr
31	CCCCCN(C(=O)CCC(=O)OCc1ccc(Cl)cc1Cl)c1c(N)n(CCCC)c(=O)[nH]c1=O	7	nt	-10	-1	14
32	COC(=O)C1=C(C)N(Cc2ccccc2)C(=NCc2ccccc2)N[C@H]1c1ccccc1	-1	-2	-3	2	-2
33	Nc1c(C(=O)Nc2ccc(Cl)cc2)oc2ccccc12	5	nt	2	-4	4
34	NC(Cc1c[nH]c2ccc(OCc3ccccc3)cc12)C(=O)O (stereo unspecified)	17	3	6	-1	-1
35	COc1ccc(C2C(C(=O)N3CCOCC3)CCC(=O)N2c2ccc(OC)cc2)cc1 (stereo unspecified)	14	108*	7	4	22
36	O=C(NCc1ccc(Cl)cc1)c1cc([N+](=O)[O-])ccc1Cl	-17	3	-6	-3	-12
37	CC1CN(S(=O)(=O)c2cccc(C(=O)OCCOc3ccccc3)c2)CC(C)O1 (stereo unspecified)	5	-7	2	0	-1
38	CCOC(=O)CN1CCc2c(C)nc3c(-c4ccc(OC)c(OC)c4)cnn3c21	3	0	-1	-3	11
39	COCCN(CCOC)C(=S)Nc1ccccc1Cl	-1	5	-8	-1	-7
40	CCCN(CCC)CCN1C(=O)C2C(C(=O)Nc3cccc(SC)c3)C3C=CC2(O3)C1C(=O)NC1CCCCC1 (stereo unspecified)	-6	-5	-4	0	2

No.	V-ATPase pH	MOR-DOR ag	HTR5A ag	RTF Ca sens inh	LANA DNA inh
31	5	-1.0	-5	-12	-0.3
32	-1	0.2	1	-5	2.1
33	-1	-0.9	-1	-2	0.0
34	-3	-3.1	0	-2	0.1
35	1	-2.4	2	-10	-0.6
36	-1	2.3	4	-19	-0.4
37	3	-1.4	0	-6	2.1
38	1	-0.6	3	0	-1.1
39	-2	0.2	3	-2	1.2
40	4	0.8	-1	-2	0.5

# Compounds 31–33, reprinted for reference:
No.	SMILES	OPRM1-OPRD1 inv	CAL-PDZ inh HTS	RTF Ca sens act	Keap1-Nrf2 PPI	HTR5A inv ctr
31	CCCCCN(C(=O)CCC(=O)OCc1ccc(Cl)cc1Cl)c1c(N)n(CCCC)c(=O)[nH]c1=O	7	nt	-10	-1	14
32	COC(=O)C1=C(C)N(Cc2ccccc2)C(=NCc2ccccc2)N[C@H]1c1ccccc1	-1	-2	-3	2	-2
33	Nc1c(C(=O)Nc2ccc(Cl)cc2)oc2ccccc12	5	nt	2	-4	4

No.	V-ATPase pH	MOR-DOR ag	HTR5A ag	RTF Ca sens inh	LANA DNA inh
31	5	-1.0	-5	-12	-0.3
32	-1	0.2	1	-5	2.1
33	-1	-0.9	-1	-2	0.0

# (listing goes on)
No.	SMILES	OPRM1-OPRD1 inv	CAL-PDZ inh HTS	RTF Ca sens act	Keap1-Nrf2 PPI	HTR5A inv ctr
41	CC(C)CN(C(=O)COC(=O)CCCc1nc2ccccc2s1)c1c(N)n(Cc2ccccc2)c(=O)[nH]c1=O	8	-3	-7	1	4
42	O=C(c1cc(-c2cccc(O)c2)on1)N1CCCC1	12	-8	5	-6	-20
43	CCCOc1ccc(NC(=O)C2CC(=O)N(C)C(=Nc3cccc(OC)c3)S2)cc1 (stereo unspecified)	-41	4	-5	5	-1
44	Cc1ccc(C)c(OCc2cc(C(=O)N3CC[C@@H]4CCCC[C@H]4C3)no2)c1	1	-2	-3	-2	15
45	CCCOc1ccc(NC(=O)C(=O)NCCCn2ccnc2)cc1	8	0	2	-2	-17
46	O=C(NCCCN1CCCC1=O)c1ccc2c(c1)ncn2C1CCCCC1	-7	nt	5	-5	-24
47	O=C(COC(=O)Cc1ccccc1F)NCCNC(=O)COC(=O)Cc1ccccc1F	17	-4	-3	-2	-12
48	Cc1ccc(NC(=O)C2CCCN(S(=O)(=O)c3c(C)noc3C)C2)cc1F (stereo unspecified)	3	nt	0	-2	-1

No.	V-ATPase pH	MOR-DOR ag	HTR5A ag	RTF Ca sens inh	LANA DNA inh
41	-4	-1.2	-2	-6	1.2
42	2	-2.2	7	-26	1.4
43	1	5.6	0	7	-0.3
44	10	-0.2	7	-3	-1.8
45	3	-1.5	1	8	-0.9
46	1	1.2	8	-6	-0.8
47	-4	-2.6	4	-7	0.0
48	3	-0.6	0	-10	-0.8
